# BLM inh = inhibitors of human Bloom syndrome helicase BLM. recombinant BLM DNA unwinding, fluorescence dequenching. Potency, µM (doses to about 56.1 µM), without a hit: top-dose activity change, negative = inhibition, most hits filed as inhibitors. P54132. AID 2528. actives 0.2% (n = 350,000);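 further: plate controls were vehicle for no effect and no enzyme for full effect; nearly all actives have a fitted effect of over 35% in size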
# POLK inh = inhibitors of human DNA polymerase kappa. Potency, µM (titrated, usually from 107 µM), without a hit: at the top dose activity, negative = inhibition, hits mostly inhibitors. Q9UBT6. actives 0.53% (n = 400,000). purified Pol kappa, fluorescent DNA synthesis assay, 10 min; further: on the % scale 0 is the no-effect control and ±100 the full control effect
#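 First, compounds were pin-transferred onto 10 nM Pol kappa. After 15 min at room temperature, substrate was added to 50 nM final. Fluorescence was then measured kinetically at 0 and 10 min.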
# BAZ2B block = BAZ2B (human) inhibition | Potency, µM (highest dose often 114 µM), for the others: at the top dose activity change, negative = inhibition, usual class: inhibitors | actives 4.4% (n = 360,000) | Q9UIF8 | AlphaScreen BAZ2B-H3K14Ac peptide displacement; further: on the % scale 0 is the no-effect control and ±100 the full control effect; nearly all actives have a fitted effect of over 60% in size
#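 BAZ2B 50 nM plus b-H3(5-23)K14Ac 50 nM, PBS pH 7.4/0.01% Tween-20, 30 min RT; compound added (max 110 uM), 30 min RT; streptavidin donor/Ni-chelate acceptor beads 10 ug/mL final, 20 min dark; AlphaScreen read.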
# JMJD2A Tudor inh = inhibitors of human JMJD2A Tudor domain. O75164. Potency, µM (highest dose often 114 µM), for inactives: at the highest dose activity change, negative = inhibition, usual class: inhibitors. actives 4.4% (n = 390,000). AlphaScreen JMJD2A-Tudor / H3K4me3 peptide binding; further: on the % scale 0 is the no-effect control and ±100 the full control effect; nearly all actives have a fitted effect of over 50% in size
# Pol eta inh = inhibitors of human DNA polymerase eta | recombinant Pol eta, fluorescent DNA replication assay | Potency, µM (doses to about 114 µM), for inactives: at the highest dose activity change, negative = inhibition, actives largely listed as inhibitors | actives 1.2% (n = 390,000) | Q9Y253; further: on the % scale 0 is the no-effect control and ±100 the full control effect
#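 Pol eta (10 nM) was preincubated with compounds for 15 min at room temperature, after which fluorescent replication substrate (50 nM final) was added to start the reaction. Fluorescence was read kinetically at 0 and 10 min.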
# POLB inh = inhibitors of human DNA polymerase beta; P06746; Pol beta primer extension/strand displacement, fluorescence kinetic; Potency, µM (highest dose often 114 µM), for the others: top-dose activity change, negative = inhibition, actives largely listed as inhibitors; actives 1.3% (n = 340,000); further: on the % scale 0 is the no-effect control and ±100 the full control effect
#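 Enzyme-only controls used 10 nM Pol beta; buffer lacking enzyme served as negative control. Compound preincubated 15 min, then 50 nM substrate added; 0 and 10 min reads at room temperature.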
# POLI inh = inhibitors of human DNA polymerase iota; actives 1% (n = 390,000); Potency, µM (top dose mostly 115 µM), for the others: at the highest dose activity, negative = inhibition, most hits filed as inhibitors; Pol iota fluorescent replication assay, 10 min; Q9UNA4
# Target sequence (Q9UNA4 whole entry, looked up): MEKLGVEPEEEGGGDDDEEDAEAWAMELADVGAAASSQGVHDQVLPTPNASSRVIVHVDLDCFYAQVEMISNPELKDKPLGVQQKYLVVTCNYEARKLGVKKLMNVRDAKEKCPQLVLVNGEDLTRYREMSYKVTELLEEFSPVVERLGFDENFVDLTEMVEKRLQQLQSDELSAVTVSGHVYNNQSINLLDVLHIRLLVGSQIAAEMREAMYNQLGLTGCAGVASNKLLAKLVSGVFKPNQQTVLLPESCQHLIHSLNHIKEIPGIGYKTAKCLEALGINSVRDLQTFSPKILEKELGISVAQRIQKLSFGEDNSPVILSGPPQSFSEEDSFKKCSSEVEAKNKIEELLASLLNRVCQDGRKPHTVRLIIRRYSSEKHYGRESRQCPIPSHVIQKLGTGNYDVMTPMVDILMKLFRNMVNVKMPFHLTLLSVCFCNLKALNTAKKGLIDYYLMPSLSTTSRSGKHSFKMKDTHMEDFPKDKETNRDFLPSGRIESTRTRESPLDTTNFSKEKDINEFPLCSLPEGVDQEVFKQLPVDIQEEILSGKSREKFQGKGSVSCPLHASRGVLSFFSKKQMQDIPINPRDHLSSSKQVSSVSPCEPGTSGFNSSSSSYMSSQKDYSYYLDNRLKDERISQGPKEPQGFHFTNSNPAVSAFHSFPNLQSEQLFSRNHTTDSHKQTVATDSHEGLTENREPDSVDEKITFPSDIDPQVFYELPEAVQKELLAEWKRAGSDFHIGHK
#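 Pol iota at 10 nM preincubated 15 min with compounds at room temperature; reaction started with fluorescent substrate, 50 nM final. Fluorescence read kinetically at 0 and 10 min; buffer-only wells as negative control.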
# G9a inh = blocks human histone lysine methyltransferase G9a; Q96KQ7; G9a H3K9 monomethylation, AlphaScreen, 2 h; Potency, µM (doses to about 102 µM), for the others: at the highest dose activity, negative = inhibition, usual class: inhibitors; actives 8.8% (n = 350,000); AID 504332; further: on the % scale 0 is the no-effect control and ±100 the full control effect; nearly all actives have a fitted effect of over 75% in size
# Target sequence (Q96KQ7 913-1193 limits assumed): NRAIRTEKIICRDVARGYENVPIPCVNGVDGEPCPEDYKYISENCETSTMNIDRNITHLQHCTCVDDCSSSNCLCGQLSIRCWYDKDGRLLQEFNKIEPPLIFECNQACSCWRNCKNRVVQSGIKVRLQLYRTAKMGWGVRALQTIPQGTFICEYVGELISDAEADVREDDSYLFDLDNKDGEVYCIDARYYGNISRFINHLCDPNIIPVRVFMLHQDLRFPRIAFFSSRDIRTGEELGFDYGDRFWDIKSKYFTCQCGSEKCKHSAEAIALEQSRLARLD
#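 Using a bead-based AlphaScreen, monomethylated H3K9 product from 2 h room-temperature reactions (G9a 20 nM, peptide 500 nM, SAM 20 uM) was detected with 0.5 ug/mL rabbit anti-H3K9me1 antibody.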
# APE1 inh = APE1 (human) endonuclease inhibition; AID 2517; recombinant APE1, TAMRA/BHQ-2 abasic DNA cleavage fluorescence; actives 0.35% (n = 350,000); Potency, µM (highest dose often 65.8 µM), for the others: at the top dose activity change, negative = inhibition, usual class: inhibitors;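 further: plate controls were vehicle for no effect and reference inhibitor for full effect; nearly all actives have a fitted effect of over 55% in size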
#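 Incision of a quenched TAMRA/BHQ-2 THF abasic-site duplex (50 nM) by 0.75 nM APE1, after 15 min compound preincubation, measured as fluorescence increase over three 60 s reads. Values normalized to buffer, DMSO and NSC13755 control wells.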
# Active calls of the source: *; u = inconclusive; x = not tested or not shown; & = joins results of further samples; ! = repeats disagree; [ ] = remark or other dose. The call rests on the fitted dose curve; in most records, active means well fitted curve in the direction sought with a large enough effect; inconclusive means small, poorly fitted or top-dose-only effect, or another doubt; inactive means no such curve, though single readings can be large; an effect the other way counts as inactive or inconclusive. Potency means the concentration at half of the fitted maximal effect.
# Every second line gives: POLK inh	BAZ2B block	APE1 inh	Pol eta inh	G9a inh	POLB inh	BLM inh	POLI inh	JMJD2A Tudor inh
> CC(Sc1ccc([N+](=O)[O-])cn1)C(=O)Nc1nccs1 (stereo unspecified)
  5%	-28%	3%	-5%	7.9µM*	31%	-5%	15%	-20%
> N#Cc1nc(-c2ccc(Cl)cc2)oc1N1CCCCC1
  -14%	40µM*	-3%	-14%	u	2%	-7%	14%	u
> CC1=C(C)C(=O)C(N2CCOCC2)=CC1=O
  -20%	u	2%	3%	45µM*	81%	-4%	8%	-27%
> CCCCN(C)C1CCN(C(=S)Nc2cccc(SC)c2)CC1
  3%	4%	-3%	-19%	-54%	31%	1%	16%	-18%
> O=S(=O)(NCCc1nnc2ccc(SCc3ccc(Cl)cc3Cl)nn12)c1ccccc1
  u	-34%	x	-23%	-4%[59 µM]	-12%	-4%	10%	-28%
> CCc1ccc(CNC(=O)C2CCN(c3nnc(C)c4c(C)n(-c5ccc(C)cc5)nc34)CC2)cc1
  -7%&-4%	u	-20%	u	0%	u	-19%&-14%	u	-6%
> CN(C)CCNC(=O)C(=O)NCC1OCCN1S(=O)(=O)c1cc(F)ccc1F (stereo unspecified)
  1%	-1%	4%	-18%	-13%	25%	-12%	35%[activator]	-17%
> Cc1cc([N+](=O)[O-])nn1CC(=O)Nc1ccccn1
  3%	-24%	4%	-12%	-12%[59 µM]	16%	-1%	95%[activator]	6%
> CCc1nnc(NC(=O)Cn2nc(-c3ccccc3OC)ccc2=O)s1
  2%	16%	19%	-3%	-11%[12.7 µM]	2%	-3%	u	-13%
> O=C(CSc1ccccc1)NNC(=O)c1ccccc1O
  -1%	-1%	13%	-9%	69%[activator]	36%	-12%	37%[activator]	-4%
> CCCCn1c(=O)nc2n(-c3ccccc3C)c3ccccc3cc-2c1=O
  -5%	5%	2%	-18%	u	1%	2%	20%	-11%
> COc1ccc(N2C(=O)C3CCCN3C2c2ccccc2)cc1Cl (stereo unspecified)
  -16%	12%	-3%	-8%	-4%[59 µM]	10%	4%	27%	-11%
> N=c1ccn2c(n1)OC1C(O)C(CO)OC12 (stereo unspecified)
  -6%[60.1 µM]	-3%	4%&1%&-2%	-10%	-42%[2.33 µM]	21%	-12%&-7%&-1%	-11%	-10%
> COc1cccc(C(=O)Nc2cccc(-c3nnc(-c4ccccc4)o3)c2)c1
  7%	x	x	-14%	x	x	x	20%	-13%
> COc1ccc2ccccc2c1CNC(=O)CC1C(=O)NCCN1CC(C)C (stereo unspecified)
  1%	-8%	2%	-3%	45µM*	19%	-8%	59%[activator]	-20%
> Fc1ccccc1-n1[nH]nnc1=S
  1%	u	-1%	-4%	7.9µM*	6%	0%	-4%	u
> Cc1cc(C)c(S(=O)(=O)Nn2cnnc2)c(C)c1
  -2%	4%	27%	-15%	-2%	24%	-2%	-3%	-7%
> O=C(Nc1ccccc1C(F)(F)F)c1ccc(F)c(S(=O)(=O)N2CCOCC2)c1
  2%	23%	12%	4%	5%[59 µM]	25%	-5%	25%	-5%
> CCc1ccc(NC(=O)CNC(=O)Cn2ccc3ccccc3c2=O)cc1
  1%	-13%	43%	-15%	14%	7%	-2%	12%	-8%
> COc1ccc(-n2c(C)nc3c(cnn3-c3ccc(C)c(C)c3)c2=O)cc1Cl
  1%	x	x	-15%	-2%[59 µM]	3%	-4%	13%	-21%
> COC(=O)c1ccc(-n2c(CCC(=O)O)ccc2-c2ccc(C)cc2)cc1
  -14%&-16%	45µM*	2%	-1%&-17%	14µM*!	37%&4%	-3%&0%	-29%&-9%	u
> O=[N+]([O-])c1c(Nc2ccc(O)cc2)cc(N2CCOCC2)c2nonc12
  15%	18%	7%	-14%	-15%[59 µM]	-3%	-14%	-7%	-30%
> Cc1[nH]c(C)c(S(=O)(=O)N(C)Cc2ccccc2)c1C(=O)N1CCCC1
  14%	-8%	-3%	-3%	6%	19%	-2%	-19%	-11%
> COC(=O)C(C(=O)OC)c1ccc(N)cc1
  -6%	-11%	-4%	-15%	6%	10%	5%	195%[activator]	-5%
> O=C(NC1CC1)C1CC(=O)N(c2ccc(F)cc2)C1 (stereo unspecified)
  -9%	31%[activator]	77%[activator]	-12%	9%	0%	1%	50%[activator]	-16%
> Cc1ccc2c(c1)CC(C)N2S(=O)(=O)c1nnc(NC(=O)c2ccccc2F)s1 (stereo unspecified)
  -9%	u	x	3%	-31%[59 µM]	2%	-2%	-9%	-31%
> CC(SC(=S)N1CCOCC1)C(=O)O (stereo unspecified)
  -26%	25µM*	-2%	-5%	-1%[12.7 µM]	-2%	-1%	u	-21%
> Cc1ccc(C(CC(=O)O)NC(=O)CCNC(=O)c2ccco2)cc1 (stereo unspecified)
  -7%	-2%	46%[activator]	-2%	-48%	x	x	5%	-14%
> COc1ccc(C(=O)c2c(N)c(-c3nc(-c4ccc(OC)cc4)cs3)c3ccccn23)cc1
  -3%	-3%	x	x	2%[59 µM]	4%	-5%	35%[activator]	3%
> CC1CCCCC1NC(=O)COC(=O)Cc1ccc(Br)cc1 (stereo unspecified)
  -15%	x	-1%	-15%	7%	19%	-1%	78%[activator]	-3%[57.1 µM]
> COc1cc(NC(=O)Cc2ccc(Cl)cc2)ccc1NC(=O)c1ccco1
  -8%[60.1 µM]	4%	-11%	-1%	-17%[0.0925 µM]	9%	-18%	-2%	-20%
> O=C(NCc1ccc(Cl)cc1)C1CCN(c2cnccn2)CC1
  -2%	5%	13%	-5%	14%	48%	0%	11%	-17%
> O=C(c1cccc(Cl)c1)N1CCN(C(=O)c2ccccc2F)CC1
  -7%	7%	18%	-16%	1%[59 µM]	8%	1%	15%	-5%
> COc1ccc(C2=CC(=O)C[C@H](c3ccc(F)cc3)C2)cc1F
  -19%	8%	-1%	-16%	-10%[0.501 µM]	x	x	-19%	-16%
> CCC/C(O)=C1\C(=O)CC(C)(C)CC1=Nc1ccccc1OC
  -9%	10%	1%	-19%	1%[59 µM]	32%	-5%	-4%	-5%[11.4 µM]
> CN1C(=O)C2(NCCc3c2[nH]c2ccccc32)c2ccccc21 (stereo unspecified)
  0%	-7%	u	-7%	5%[12.7 µM]	1%	0%	-10%	-3%
> O=C(O)CCC(=O)N1c2ccccc2NC2=C(C(=O)CC(c3ccc(F)cc3)C2)C1c1ccc([N+](=O)[O-])o1 (stereo unspecified)
  -20%	-2%	3%	-13%	x	33%	3%	29%	-27%
> O=C(OCc1nnc(-c2ccc([N+](=O)[O-])cc2)o1)c1ccc(F)c(S(=O)(=O)N2CCOCC2)c1
  -8%	-2%	15%	-19%	-30%	x	x	u	-13%
> Cc1ccc(O)c(C(CC(=O)N2CCCC2)c2ccccc2)c1 (stereo unspecified)
  -3%	-3%	-6%	-11%	u	-3%	-2%	-6%	-12%
> Cc1ccc(C(C(=O)NCc2ccco2)N(CC2CCCO2)C(=O)Cn2nnc3ccccc32)cc1 (stereo unspecified)
  -1%	13%	-3%	-11%	-32%	-2%	-1%	-2%	-17%
> Cc1ccc(NC(=O)N2CCc3ccccc3C2)cc1C
  2%	-1%	7%	-10%	-12%	36%	-4%	29%	-4%
> c1ccc(-n2ncc3c2ncn2cnnc32)cc1
  4%	-6%	1%	-8%	8%[59 µM]	39%	1%	6%	-2%
> CC(NC(=O)Nc1ccc([N+](=O)[O-])cc1)C(c1cccs1)N1CCCC1 (stereo unspecified)
  -20%	-25%	-5%	-10%	-51%[59 µM]	0%	-2%	6%	-26%
> CNC(=S)NN(c1ccccc1)c1ccccc1
  -4%	-30%	-4%	-1%	57%[activator][59 µM]	5%	0%	6%	-12%
> COC(=O)c1cc(S(=O)(=O)N2CCC(C)CC2)cn1C
  17%	1%	-17%	-12%	x	25%	1%	-21%	-3%
> O=C(c1ccco1)N1CCN(S(=O)(=O)c2cc(Cl)ccc2Cl)CC1
  -10%	-37%	58%[activator]	-13%	17%	-2%	-4%	131%[activator]	-6%
> COc1ccc(S(=O)(=O)Nc2cccc3c2O[C@H](CN(C)C)[C@@H](C)CN([C@H](C)CO)C3=O)cc1
  -6%	x	-5%	3%	x	x	x	53%	-20%
> CCOC(=O)N1CCN(C(=O)c2ccc(NC(=O)c3ccc(C)cc3)cc2)CC1
  -4%	-21%	0%	-13%	-12%	8%	-4%	10%	-11%
> C[C@H](NC(=O)c1nc[nH]c1C(=O)N1CCc2ccccc2C1)C(=O)OCc1ccccc1
  -5%	u	14%	-6%	8%[12.7 µM]	11%	-7%	3%	-16%
> Cc1ccc(S(=O)(=O)N2CCCCC2CCNC(=O)C(=O)NCc2ccco2)cc1 (stereo unspecified)
  0%	-38%	41%	-12%	17%[2.33 µM]	x	x	-10%	-33%
> COc1cc2c(C(=O)Nc3ccc(C)cc3Br)cn(C)c(=O)c2cc1OC
  -23%	5%	x	-6%	-37%[59 µM]	49%	0%	55%[activator]	-10%
> CCOC(=O)c1nn(-c2ccccc2)c(=O)cc1OCC(=O)Nc1cccc(OC)c1
  -5%	-3%	16%	10%	-17%	x	x	26%	-21%
> CC1CN=C(N(C(=O)Nc2ccccc2)C(C)c2ccccc2)S1 (stereo unspecified)
  6%	-7%	-15%	-17%	5%	33%	3%	12%	-15%
> O=C(CSc1nnc(CNC(=O)c2ccccc2)o1)c1ccc(Cl)cc1
  1%	-23%	41%	-15%	-4%	0%	-3%	22%	2%
> CC(=O)N1c2ccc(S(=O)(=O)N(C)c3cc(C)ccc3C)cc2CC1C (stereo unspecified)
  -14%	-29%	14%	-5%	5%	12%	-3%	u	-7%
> CCN(CC(N)=O)S(=O)(=O)c1ccc(F)cc1
  -7%	-24%	1%	-15%	6%	14%	-2%	-2%	0%

# Among those listed so far, two have bromine.
# Every second line gives: POLK inh	BAZ2B block	APE1 inh	Pol eta inh	G9a inh	POLB inh	BLM inh	POLI inh	JMJD2A Tudor inh
> CC1CCCCC1NC(=O)COC(=O)Cc1ccc(Br)cc1 (stereo unspecified)
  -15%	x	-1%	-15%	7%	19%	-1%	78%[activator]	-3%[57.1 µM]
> COc1cc2c(C(=O)Nc3ccc(C)cc3Br)cn(C)c(=O)c2cc1OC
  -23%	5%	x	-6%	-37%[59 µM]	49%	0%	55%[activator]	-10%

# Screening results from PubChem BioAssay.

# Not all compounds are listed; count on the stated rates, not on these rows.
